# Vif-A3F inh – qHTS for Inhibitors of Vif-A3F Interactions: qHTS | HeLa A3F-eYFP + Vif (tagged APOBEC3F with the HIV-1 protein that degrades it), YFP fluorescence increase | Potency, µM (doses to about 46.1 µM), without a hit: top-dose activity, negative = active | 0.2% of 390,000 active | AID 602313, 2012; note: % of control where 0% means no effect; nearly all actives have a fitted effect of over 65% in size
#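 Fluorescence increase (Ex 488/Em 500-530) after overnight compound treatment at 37 deg C flags inhibition of Vif-driven A3F-eYFP loss in stable HeLa A3F-eYFP/Vif cells seeded overnight beforehand.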
# TrxR1 substrate – qHTS Assay for Substrates of Mammalian Selenoprotein Thioredoxin Reductase 1 (TrxR1): qHTS | Thioredoxin reductase 1, cytoplasmic (Rattus norvegicus), O89049 | purified TrxR1 substrate turnover, NADPH consumption readout | Potency, µM (top dose mostly 114 µM), for inactives: top-dose activity change, negative = substrate turnover | 0.01% of 390,000 active | AID 588456, 2011; note: % is set by controls: 0 for no effect and ±100 for the full control effect; nearly all actives have a fitted effect of over 50% in size
#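 Rat TrxR1, dispensed at 90 nM, was prereduced with 400 uM NADPH (final) for 5 min at ~22 deg C, then incubated with compound 15 min before 400 uM selenite. A first-read NADPH fluorescence drop versus no-compound background flagged substrates.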
# Vif-APOBEC3G blk – qHTS for Inhibitors of Vif-A3G Interactions: qHTS; DNA dC->dU-editing enzyme APOBEC-3G (Homo sapiens), Q9HC16; HeLa A3G-eYFP + Vif (tagged APOBEC3G with the HIV-1 protein that degrades it), YFP fluorescence, overnight; Potency, µM (highest dose often 46.1 µM), for inactives: at the highest dose activity, negative = active, most hits filed as inhibitors; 0.076% of 410,000 active; AID 602310, 2012;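 note: % is set by controls: 0 for no effect and ±100 for the full control effect; nearly all actives have a fitted effect of over 60% in size; hits raise eYFP signal because A3G escapes Vif-driven loss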
#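 HeLa cells stably expressing Vif and C-terminally eYFP-tagged A3G, seeded overnight at 37 deg C, then exposed to compound by pintool overnight at 37 deg C. Rise in yellow fluorescence (Ex 488/Em 500-530, Acumen) marks blocked Vif-driven A3G degradation.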
# USP1 inh – Inhibitors of USP1/UAF1: Primary Screen. Ubiquitin carboxyl-terminal hydrolase 1 (Homo sapiens), O94782. recombinant USP1/UAF1, Ub-Rhodamine cleavage fluorescence. Potency, µM (titrated, usually from 57.1 µM), inactives show at the top dose activity change, negative = inhibition, actives largely listed as inhibitors. 0.23% of 390,000 active; note: % is set by controls: 0 for no effect and ±100 for the full control effect; nearly all actives have a fitted effect of over 60% in size; inactives centre near -12
# Target sequence (O94782 whole entry, looked up): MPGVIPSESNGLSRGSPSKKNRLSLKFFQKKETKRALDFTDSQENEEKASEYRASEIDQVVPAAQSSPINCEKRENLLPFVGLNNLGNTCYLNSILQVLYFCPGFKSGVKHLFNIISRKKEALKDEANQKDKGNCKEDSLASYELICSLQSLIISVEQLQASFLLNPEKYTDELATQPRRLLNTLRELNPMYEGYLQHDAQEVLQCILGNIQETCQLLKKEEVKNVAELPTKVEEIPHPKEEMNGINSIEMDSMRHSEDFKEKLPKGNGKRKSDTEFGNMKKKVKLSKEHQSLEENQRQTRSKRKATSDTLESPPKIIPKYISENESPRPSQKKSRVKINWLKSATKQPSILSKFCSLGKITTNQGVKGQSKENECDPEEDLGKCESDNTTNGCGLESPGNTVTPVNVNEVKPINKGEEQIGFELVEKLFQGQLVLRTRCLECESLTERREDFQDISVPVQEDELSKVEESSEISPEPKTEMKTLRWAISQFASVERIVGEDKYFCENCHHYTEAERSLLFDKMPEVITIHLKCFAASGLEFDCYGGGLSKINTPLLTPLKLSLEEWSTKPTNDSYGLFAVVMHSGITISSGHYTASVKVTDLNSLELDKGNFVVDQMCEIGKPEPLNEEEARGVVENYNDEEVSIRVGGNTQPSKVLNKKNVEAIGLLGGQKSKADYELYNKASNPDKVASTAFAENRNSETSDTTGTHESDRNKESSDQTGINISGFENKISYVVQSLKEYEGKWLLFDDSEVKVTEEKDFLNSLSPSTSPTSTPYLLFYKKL
#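 USP1/UAF1 complex (1 nM) preincubated 15 min at room temperature with compound, then Ub-Rho substrate (150 nM final) added. Kinetic fluorescence at 480/540 nm over 6 reads at 60 s intervals; 50 mM HEPES pH 7.8, 0.5 mM EDTA, 0.1 mg/ml BSA, 1 mM TCEP, 0.01% Tween-20.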
# RXFP1 agonist – qHTS Assay for Agonists of the Relaxin Receptor RXFP1 | Potency, µM (series often up to 57.5 µM), inactives show at the highest dose activation, usual class: activators | Relaxin receptor 1 (Homo sapiens), Q9HBX9 | HEK293T-RXFP1 cAMP TR-FRET, 30 min; response scale: percent of porcine relaxin response, buffer zero | 0.3% of 370,000 active | AID 2676, 2010; note: % is set by controls: 0 for no effect and ±100 for the full control effect; nearly all actives have a fitted effect of over 60% in size; many of its hits are not listed in these tables
#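 HEK293 cells stably expressing RXFP1, treated 30 min at 37C with compounds plus PDE4 inhibitor Ro 20174; cAMP measured by HTRF TR-FRET. Normalized to buffer and 29 nM porcine relaxin; EC50 by Hill fit.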
# RGS4 inh – Inhibitors of Regulator of G Protein Signaling (RGS) 4: qHTS; Regulator of G-protein signaling 4 (Homo sapiens), P49798; Transcreener GDP fluorescence polarization, RGS4-accelerated GTP hydrolysis; Potency, µM (top dose mostly 114 µM), without a hit: top-dose activity change, negative = inhibition, actives largely listed as inhibitors; 0.039% of 390,000 active; note: % is set by controls: 0 for no effect and ±100 for the full control effect; nearly all actives have a fitted effect of over 75% in size; some results filed as inactive show a strong effect at the top dose
# Target sequence (P49798 whole entry, looked up): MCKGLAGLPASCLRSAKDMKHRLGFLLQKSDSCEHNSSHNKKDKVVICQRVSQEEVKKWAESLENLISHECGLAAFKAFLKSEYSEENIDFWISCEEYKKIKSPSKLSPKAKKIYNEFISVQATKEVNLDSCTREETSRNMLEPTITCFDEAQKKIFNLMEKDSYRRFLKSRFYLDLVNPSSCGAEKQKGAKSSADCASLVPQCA
#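 MLSMR compounds (23 nl, pin-transferred) preincubated 10 min at room temperature with a 500nM (2x) first reagent, then RGS4 at 900nM (2x) plus Transcreener GDP mix added; fluorescence polarization (620/688 nm) read before and after 90 min at 30 °C.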
# ALOX12 inh – Primary qHTS assay for inhibitors of human arachidonate 12S-lipoxygenase (ALOX12): Round 2; Polyunsaturated fatty acid lipoxygenase ALOX12 (Homo sapiens), P18054; purified 12hLO, xylenol orange hydroperoxide absorbance; Potency, µM (top dose mostly 108 µM), for the others: at the highest dose activity change, negative = inhibition, hits mostly inhibitors; 1.1% of 580,000 active; AID 1671190, 2021; note: % is set by controls: 0 for no effect and ±100 for the full control effect
#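 Hydroperoxide product was detected by ferrous iron/xylenol orange as the 573 to 405 nm absorbance ratio. Arachidonic acid at 40 uM (final) was turned over for 30 min at room temperature by 150 nM human 12hLO, pH 7.0 Hepes buffer, after 15 min compound preincubation.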
# TrxR1 inh – qHTS Assay for Inhibitors of Mammalian Selenoprotein Thioredoxin Reductase 1 (TrxR1): qHTS | Thioredoxin reductase 1, cytoplasmic (Rattus norvegicus), O89049 | recombinant rTrxR1, NADPH fluorescence consumption, selenite substrate | Potency, µM (series often up to 114 µM), for inactives: at the highest dose activity change, negative = inhibition, usual class: inhibitors | 1% of 390,000 active; note: % is set by controls: 0 for no effect and ±100 for the full control effect; nearly all actives have a fitted effect of over 65% in size
#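 Rat TrxR1 (90 nM in the dispensed reagent) was pre-reduced with 400 uM NADPH for 5 min at room temperature, then incubated with compound for 15 min. After 400 uM selenite was added, NADPH fluorescence (Ex 340/Em 450 nm) was followed for 8 min.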
# mIDH1 inhibitor – qHTS for Inhibitors of mutant isocitrate dehydrogenase 1 (IDH1): qHTS; Isocitrate dehydrogenase [NADP] cytoplasmic (Homo sapiens), O75874; IDH1-R132H enzyme, NADPH consumption, diaphorase/resazurin fluorescence; Potency, µM (doses to about 76.6 µM), inactives show at the top dose activity change, negative = inhibition, actives largely listed as inhibitors; 0.093% of 390,000 active; note: % is set by controls: 0 for no effect and ±100 for the full control effect; nearly all actives have a fitted effect of over 65% in size
#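 IDH1-R132H (0.5 ug/mL dispensed) in pH 7.5 Tris buffer was preincubated 30 min with compound, then given a substrate mix of 0.016 mM NADPH and 2 mM alpha-KG for 80 min at room temperature; remaining NADPH was read by diaphorase/resazurin fluorescence.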
# * marks the source's active call; other numbers are inactive results; u = inconclusive; x = not tested or not shown; & = joins results of further samples; [ ] = remark or other dose. Calls come from the whole dose curve; as a rule, active = well fitted curve in the direction sought with a large enough effect; inconclusive = small, poorly fitted or top-dose-only effect, or another doubt; inactive = no such curve, though single readings can be large; an effect the other way counts as inactive or inconclusive. Potency is the fitted concentration of half-maximal effect. Only part of the results is shown. The share of hits here may be higher or lower than overall.
No.	mol	mIDH1 inhibitor	Vif-A3F inh	Vif-APOBEC3G blk	TrxR1 substrate	TrxR1 inh
1	CCCCNC(=O)c1onc(CSc2ccc(C)c(C)c2)c1C(=O)O	18%	-1%	-23%	3%	29%
2	COc1ccc2oc(=O)c(-c3cn4c(n3)sc3cc(OC)ccc34)cc2c1	2%	0%	1%	3%[57.1 µM]	20%[57.1 µM]
3	CCC(=O)[C@@]1(C)[C@H](C)C[C@H]2[C@@H]3CCC4=CC(=O)C=C[C@]4(C)[C@H]3[C@@H](O)C[C@@]21C	-3%	-3%	-1%	-1%	3%
4	CCOC(=O)Cn1c(N2CCOCC2)nc2c1c(=O)[nH]c(=O)n2C	0%	-10%	-5%	10%[57.1 µM]	10%[0.457 µM]
5	O=C(NCC1CCCO1)c1cccc(Oc2ccccc2)c1 (configuration not stated)	12%	3%	2%	2%	24%
6	CN(CC(=O)Nc1ccccc1Cl)CC(=O)c1c(N)n(Cc2ccccc2)c(=O)n(C)c1=O	-9%	6%	-3%	0%	4%
7	O=C(COc1ccc(Br)cc1F)NCC1(N2CCCCC2)CCCCC1	2%	u	-2%	3%	18%
8	CCC(CC)c1nnc(NC(=O)CCNC(=O)c2ccccc2Cl)s1	1%	-15%	-5%	7%[57.1 µM]	12%[57.1 µM]
9	Cc1nnc(SCc2cnc(-c3ccc(C(C)C)cc3)s2)n1C	-1%	-5%	0%	2%	2%
10	O=C(NCCCN1CCOCC1)C1COc2ccccc2O1 (configuration not stated)	-9%	-1%	0%	-3%	0%
11	O=C(COC(=O)c1cccc(S(=O)(=O)N2CCCC2)c1)c1ccc(F)cc1	-3%	-2%	1%	x	x
12	COc1cc(/C=C(\C#N)c2ccccn2)cc(OC)c1O	5%	u	-24%	-7%	6%
13	COC(=O)C1=CN(Cc2cccs2)C=C(C(=O)OC)C1c1cccc(OC)c1OC	3%	-7%	1%	130%[activator]	54%[activator]
14	Cc1nc2ccccc2c2oc(C(=O)N3CCc4ccccc4C3)cc12	-5%	4%	-11%	-10%	-5%
15	O=c1c(Cc2ccccc2)c(O)c2cccc3c4c(n1c23)CCCC4	10%	5%	1%	-16%[57.1 µM]	16%[57.1 µM]

No.	RGS4 inh	USP1 inh	ALOX12 inh	RXFP1 agonist
1	12%	-12%	u	0.5%
2	-8%	-10%	-15%	4.2%
3	0%	-18%	7%	-0.7%
4	-10%	-6%	272%[activator]	2.5%
5	-9%	-9%	u	-0.5%
6	3%	-15%	12%	0.8%
7	1%	u	-17%	x
8	-21%	-8%	-5%	-2.1%
9	-26%	-3%	-12%	1.3%
10	0%	-6%	-9%	2.4%
11	x	-21%	-3%	x
12	0%	-20%	u	-0.2%
13	-10%	-13%	-2%&8%	4.1%
14	0%	-15%	-101%	-0.7%
15	-27%	-17%	0%	u

# From entry 9 to 10, copied from above:
No.	mol	mIDH1 inhibitor	Vif-A3F inh	Vif-APOBEC3G blk	TrxR1 substrate	TrxR1 inh
9	Cc1nnc(SCc2cnc(-c3ccc(C(C)C)cc3)s2)n1C	-1%	-5%	0%	2%	2%
10	O=C(NCCCN1CCOCC1)C1COc2ccccc2O1 (configuration not stated)	-9%	-1%	0%	-3%	0%

No.	RGS4 inh	USP1 inh	ALOX12 inh	RXFP1 agonist
9	-26%	-3%	-12%	1.3%
10	0%	-6%	-9%	2.4%

# Continued:
No.	mol	mIDH1 inhibitor	Vif-A3F inh	Vif-APOBEC3G blk	TrxR1 substrate	TrxR1 inh
16	Cc1ccc2c(c1)C1CN(C)CCC1N2C(=S)Nc1ccc(OC(F)F)cc1 (configuration not stated)	-1%	0%	2%	-7%	7%[57.1 µM]
17	CC(C)COc1ccc(C(=O)NNC(=O)c2ccc(=O)[nH]c2)cc1	8%	0%	0%	3%	34%
18	CCN(C(=O)CSc1nc2ccc([N+](=O)[O-])cc2s1)C1CCS(=O)(=O)C1 (configuration not stated)	1%	-7%	-5%	6%[57.1 µM]	-2%[57.1 µM]
19	O=C(COc1ccc(S(=O)(=O)N2CCCC2)cc1)NCc1ccco1	6%	-14%	2%	-6%	-21%
20	CCCCN(C(=O)C1CC(=O)N(c2ccc(C)cc2)C1)c1c(N)n(CCC)c(=O)[nH]c1=O (configuration not stated)	6%	-2%	2%	0%	8%
21	COc1ccc(OC)c(CN2CCN(C(=O)c3ccc(S(=O)(=O)Nc4ccccc4F)cc3)CC2)c1	-19%	2%	1%	-16%	u
22	CN(c1ccccc1)c1nc(N)c([N+](=O)[O-])c(NCc2ccco2)n1	9%	-4%	u	-7%	-6%
23	Cc1c(C)c2c(OCC(=O)NCCCO)cc3c(c2oc1=O)CCC(C)(C)O3	2%	7%	0%	451%[activator]	u
24	COc1ccccc1CN=Cc1[nH]c2ccc(Br)c(Cl)c2c1O	-4%	0%	0%	5%[57.1 µM]	-7%[57.1 µM]
25	Cc1ccc(C2CC(=O)C=C(NCc3ccccc3)C2)cc1 (configuration not stated)	0%	13%	u	7%[57.1 µM]	18%[57.1 µM]
26	CC(C)=CC(=O)OCC(=O)Nc1cc(C)cc(C)c1	10%	-3%	1%	18%[57.1 µM]	16%[57.1 µM]
27	CCC(C)c1c(O)nc(SCC(=O)N2CCCCC2)[nH]c1=O (configuration not stated)	11%	-1%	1%	7%	16%
28	Cn1cc2ccc([N+](=O)[O-])cc2n1	-1%	-3%	-2%	-11%	-10%
29	Cc1ccc(S(=O)(=O)N2CCCCC2CCNC(=O)C(=O)NCC2CCCO2)cc1 (configuration not stated)	-1%	7%	-1%	0%	0%
30	CC1Oc2ccccc2N(Cc2cccc(F)c2)C1=O (configuration not stated)	2%	-1%	-11%	-1%	15%

No.	RGS4 inh	USP1 inh	ALOX12 inh	RXFP1 agonist
16	-24%	-3%	-20%	-0.7%
17	28%	-8%	7%	1.3%
18	6%	-16%	-4%	19%
19	-6%	-6%	x	2.4%
20	-33%	-15%	-26%	-2.4%
21	0%	-3%	1%	0.1%
22	-41%	-18%	11%	-0.4%
23	-2%	-18%	338%[activator]	5.9%
24	-4%	-15%	u	20%
25	1%	-10%	20%	1.2%
26	-7%	-17%	1%	-0.9%
27	-8%	-13%	0%	-4.1%
28	21%	-22%	0%	-0.2%
29	20%	5%	-18%	0.2%
30	15%	-6%	0%	0.1%

# Three compounds drawn at random from those above, as already listed:
No.	mol	mIDH1 inhibitor	Vif-A3F inh	Vif-APOBEC3G blk	TrxR1 substrate	TrxR1 inh
19	O=C(COc1ccc(S(=O)(=O)N2CCCC2)cc1)NCc1ccco1	6%	-14%	2%	-6%	-21%
25	Cc1ccc(C2CC(=O)C=C(NCc3ccccc3)C2)cc1 (configuration not stated)	0%	13%	u	7%[57.1 µM]	18%[57.1 µM]
26	CC(C)=CC(=O)OCC(=O)Nc1cc(C)cc(C)c1	10%	-3%	1%	18%[57.1 µM]	16%[57.1 µM]

No.	RGS4 inh	USP1 inh	ALOX12 inh	RXFP1 agonist
19	-6%	-6%	x	2.4%
25	1%	-10%	20%	1.2%
26	-7%	-17%	1%	-0.9%

# Other entries
No.	mol	mIDH1 inhibitor	Vif-A3F inh	Vif-APOBEC3G blk	TrxR1 substrate	TrxR1 inh
31	Cc1ccc(NC(=O)Cn2cc(C(F)(F)F)cc(Cl)c2=O)cc1S(=O)(=O)N1CCCCC1	0%	-20%	4%	-3%	10%
32	Cc1cccc(-c2c3c(=O)n(C)c(=O)n(C)c3c3nnc4ccccc4n23)c1	1%	-10%	2%	14%	30%
33	CCNC(=S)N1CCC(C(=O)c2ccc(F)cc2)CC1	9%	-12%	-1%	x	x
34	O=S(=O)(c1ccc(Br)s1)N1CCN(CCOc2ccccc2)CC1	4%	-13%	-1%	-3%	5%
35	CS(=O)(=O)N(CC(=O)NC1CCCC1)Cc1ccc(Cl)cc1	-5%	-14%	1%	-7%	12%
36	CC1(C)CC(=O)C(C(c2ccncc2)C2C(=O)CC(C)(C)CC2=O)C(=O)C1	0%	3%	-3%	-23%[57.1 µM]	-9%[57.1 µM]

No.	RGS4 inh	USP1 inh	ALOX12 inh	RXFP1 agonist
31	-8%	-13%	5%	1.0%
32	-7%	-18%	10%	x
33	x	0%	-6%	x
34	-19%	-5%	-27%	-1.8%
35	9%	-4%	0%	-0.6%
36	-28%	-21%	1%	0.6%
